Source: PubChem BioAssay
CDK5 p35 inh: blocks human CDK5/p35 kinase activity; Q00535+Q15078; Recombinant CDK5/p35, ADP-Glo luminescence, 60 min; inhibition, % at 10 µM; 330,000 tested, 0.01% active; AID 488839;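 active = highest replicate inhibition of at least 50% and at least 75% of replicates reaching 50%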;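 note: plate controls were DMSO neutral control for no effect and GW8510 at 10 µM for full effect; many of its hits are not listed in these tables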
Target sequence (Q00535 whole entry, looked up): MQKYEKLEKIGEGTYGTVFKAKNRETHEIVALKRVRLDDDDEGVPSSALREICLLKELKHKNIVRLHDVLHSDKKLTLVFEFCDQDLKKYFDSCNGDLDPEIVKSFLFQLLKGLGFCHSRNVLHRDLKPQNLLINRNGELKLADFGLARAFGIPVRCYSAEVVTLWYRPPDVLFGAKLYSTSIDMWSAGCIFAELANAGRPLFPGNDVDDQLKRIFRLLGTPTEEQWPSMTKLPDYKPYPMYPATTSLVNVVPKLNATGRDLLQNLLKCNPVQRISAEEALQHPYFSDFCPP
Target sequence (Q15078 whole entry, looked up): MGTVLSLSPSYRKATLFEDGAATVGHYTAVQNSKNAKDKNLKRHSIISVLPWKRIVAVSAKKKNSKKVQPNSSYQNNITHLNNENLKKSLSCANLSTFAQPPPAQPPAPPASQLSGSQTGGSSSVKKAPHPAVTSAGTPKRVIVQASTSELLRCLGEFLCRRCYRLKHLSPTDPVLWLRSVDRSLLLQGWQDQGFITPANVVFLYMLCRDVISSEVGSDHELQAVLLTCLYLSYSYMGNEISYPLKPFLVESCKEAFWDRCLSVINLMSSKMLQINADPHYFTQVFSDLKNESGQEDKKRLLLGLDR
LANA DNA inh: inhibitors of KSHV LANA C-terminal domain DNA binding. 340,000 tested, 0.078% active. MBP-C-LANA/FAM-LBS DNA binding, fluorescence polarization. inhibition, % at 9 µM;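 active = highest replicate inhibition at or above 60% at 9 µM, even if other replicates fall short; inactive = all replicates below 60% inhibition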;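 note: 0% = neutral control wells and 100% = 4 µM acridine orange control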
Cardiac RTF inh: cardiac RTF calcium desensitization; P19429+P45379; IANBD-labeled cardiac RTF, Ca2+ fluorescence; inhibition, % at 7.15 µM; 340,000 tested, 0.12% active;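 active = inhibition above the mean inhibition of all tested compounds plus 3 SD, cut at about 17% in these data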;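 note: assay run at fixed EC70 calcium of 1.6 mM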
RTF Ca sens act: increases calcium sensitivity of human cardiac regulated thin filaments; P19429+P45379; IANBD-labeled TnC RTF fluorescence at EC20 calcium; 0% EC20 calcium, 100% full calcium; activation, % at 7.2 µM; 340,000 tested, 0.24% active;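 active = activation above the mean over all tested compounds plus 3 SD, cut at about 30% in these data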;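 note: rise in fluorescence read as greater calcium sensitivity of cardiac thin filaments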
dFosB activator: mouse delta FosB homodimer activation; AID 493131; P13346; purified delta FosB, TAMRA-CDK5 oligo fluorescence polarization; percent of positive-control signal above neutral wells; activation, % at 25 µM; 340,000 tested, 0.99% active;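 active = mean activation above about 17%, with every replicate also reaching it, limit read from the data, passing the limit was not always enough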;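 note: fluorescence polarization rise as delta FosB binds a TAMRA Cdk5 AP-1 oligo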
Target sequence (P13346 whole entry, looked up): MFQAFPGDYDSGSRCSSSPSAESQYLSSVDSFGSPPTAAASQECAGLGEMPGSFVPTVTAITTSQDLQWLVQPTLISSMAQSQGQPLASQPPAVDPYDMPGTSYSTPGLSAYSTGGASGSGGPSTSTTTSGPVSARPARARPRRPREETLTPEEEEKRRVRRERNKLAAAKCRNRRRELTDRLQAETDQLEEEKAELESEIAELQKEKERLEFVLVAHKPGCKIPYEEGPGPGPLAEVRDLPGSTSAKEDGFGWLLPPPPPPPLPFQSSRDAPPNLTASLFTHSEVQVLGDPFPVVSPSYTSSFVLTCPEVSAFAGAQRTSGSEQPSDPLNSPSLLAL
PvdQ acylase: blocks Pseudomonas aeruginosa PvdQ acylase activity; inhibition, % at 10 µM; purified PvdQ acylase, fluorescence plate reader; 340,000 tested, 0.063% active; in the data active = inhibition above about 30%, passing the limit was not always enough;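 note: 0% = vehicle neutral wells and 100% = reference inhibitor wells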
Rtt109 HAT inh: inhibitors of Candida albicans Rtt109/Vps75 histone acetyltransferase. Q5AAJ8. purified Rtt109/Vps75, ThioGlo CoA-SH fluorescence, 4 h. inhibition, % at 34.9 µM. 330,000 tested, 0.16% active;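 active = inhibition of at least 50% in every replicate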
SUMO Mot1 rescue: inhibitors of SUMOylation pathway: yeast Mot1-301 growth rescue; S. cerevisiae Mot1-301 growth rescue, ATP luminescence, 38.5C; percent above DMSO median, 100 means doubled; growth rescue, % at 18.8 µM; 320,000 tested, 1% active; AID 2716;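 active = every valid replicate shows activation above 250% relative to neutral control wells; inactive = the rest, any valid replicate at or below 250%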;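 note: OY570 slx delta 5 strain wells were the positive control but not used for scaling; some compounds called inactive have numbers as strong as hits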
Keap1 Nrf2 FP: disrupts human Keap1 binding to Nrf2 peptide. inhibition, % at 9.4 µM. Keap1 Kelch-Nrf2 peptide fluorescence polarization, 1536-well. 340,000 tested, 0.15% active; in the data active = inhibition above about 12%;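 note: human Keap1 Kelch domain with fluorescein labeled Nrf2 9mer peptide probe; 0% = neutral control wells and 100% = peptide positive control; higher means more block of Keap1 binding to Nrf2 peptide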
NSD2 HMT inh: blocks human histone methyltransferase NSD2 | O96028 | NSD2 peptide methylation, AlphaScreen, 120 min | inhibition, % at 12.5 µM | 310,000 tested, 0.54% active | AID 743445; in the data active = inhibition above about 50%
PfHsp90 set2: reduces growth (ATP signal) of yeast expressing P. falciparum Hsp90. AID 504621. inhibition, % at 9.4 µM. S. cerevisiae expressing PfHsp90, BacTiter-Glo ATP, 48 h; yeast lacking PDR1 and PDR3 efflux regulators. 310,000 tested, 0.32% active;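 active = every replicate shows inhibition above about 80%, whatever the replicate mean, limit read from the data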;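 note: 0% = DMSO neutral controls and 100% = 20 µM radicicol positive controls; yeast relying on Plasmodium falciparum Hsp90 in place of its own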
* = called active by the depositor; · = no result given.

The opening 6 records, ahead of the listing:
SMILES	CDK5 p35 inh	LANA DNA inh	Cardiac RTF inh	RTF Ca sens act	dFosB activator	PvdQ acylase	Rtt109 HAT inh	SUMO Mot1 rescue	Keap1 Nrf2 FP	NSD2 HMT inh	PfHsp90 set2
Cc1nn(-c2ccccc2)c2nc(C(F)F)cc(C(F)F)c12	-0.3	-1.4	-4	-3	-2	7	-7	4	1	-4	-7
COc1ccc(-c2nnc3ccc(SCC(N)=O)nn23)cc1OC	-0.2	-0.2	-3	2	-4	4	1	2	-3	6	-7
CCOC(=O)c1cc(C#N)c(SCC(=O)O)[nH]c1=O	0.0	0.3	-8	-1	0	7	-1	-3	-2	0	·
O=C(Nc1ccc(Nc2ccccc2)cc1)c1ccco1	-0.5	-1.8	-5	-3	-10	10	16	21	2	-1	6
COc1ccc(-c2noc(=O)n2Cc2ccccc2Cl)cc1	0.4	-2.6	-4	-2	-7	-15	-4	2	-4	-4	1
CC(C)CCNC(=O)NC(=O)CSc1nnc(-c2ccccc2Br)o1	1.7	0.0	-4	-1	-20	-11	3	69	0	·	-43

Main list, from the first entry:
SMILES	CDK5 p35 inh	LANA DNA inh	Cardiac RTF inh	RTF Ca sens act	dFosB activator	PvdQ acylase	Rtt109 HAT inh	SUMO Mot1 rescue	Keap1 Nrf2 FP	NSD2 HMT inh	PfHsp90 set2
Cc1nn(-c2ccccc2)c2nc(C(F)F)cc(C(F)F)c12	-0.3	-1.4	-4	-3	-2	7	-7	4	1	-4	-7
COc1ccc(-c2nnc3ccc(SCC(N)=O)nn23)cc1OC	-0.2	-0.2	-3	2	-4	4	1	2	-3	6	-7
CCOC(=O)c1cc(C#N)c(SCC(=O)O)[nH]c1=O	0.0	0.3	-8	-1	0	7	-1	-3	-2	0	·
O=C(Nc1ccc(Nc2ccccc2)cc1)c1ccco1	-0.5	-1.8	-5	-3	-10	10	16	21	2	-1	6
COc1ccc(-c2noc(=O)n2Cc2ccccc2Cl)cc1	0.4	-2.6	-4	-2	-7	-15	-4	2	-4	-4	1
CC(C)CCNC(=O)NC(=O)CSc1nnc(-c2ccccc2Br)o1	1.7	0.0	-4	-1	-20	-11	3	69	0	·	-43
CCOP(=O)(OCC)C(O)c1cc(OC)c(OC)c(OC)c1 (stereo not given)	-1.4	0.5	-12	3	-5	-11	10	6	-3	-2	-27
C=CCN(CC=C)C(=O)Nc1ccc2nc(C)sc2c1	-0.8	-0.7	8	3	-7	10	·	-15	4	-1	19
O=c1oc2ccccc2n1CCn1c2ccccc2c2nc3ccccc3nc21	-1.1	0.2	-10	4	-3	-12	-15	9	-5	-1	-17
Cc1ccc(C(=O)N/C(=C\c2cn(S(=O)(=O)N(C)C)c3ccccc23)C(=O)NCCCN2CCOCC2)cc1	-0.8	0.6	-3	-9	-2	2	12	-24	-4	2	13
O=c1[nH]nc(N/N=C/c2ccccc2OC(F)F)c(=O)[nH]1	0.1	-0.5	-5	-4	6	-3	3	8	4	-2	-16
O=C1CCCc2c1nc(-c1ccccc1)n2O	-0.1	0.9	-1	-2	4	-14	10	9	-3	-1	19
CN(C(=O)CCN1C(=O)c2ccccc2C1=O)c1ccccc1	0.4	-1.0	-5	4	-6	-13	-28	2	-4	-9	-4
Cc1ccc(-n2ncc3c(=O)n(CC(=O)N(C)C)cnc32)cc1C	1.0	2.1	-5	4	2	1	2	-3	-2	·	-6
CN(Cc1cccs1)S(=O)(=O)c1ccc(Cl)cc1F	2.0	-0.8	-3	2	-5	-9	8	85	-2	-3	·
Cc1ccc2nsnc2c1NC(=O)COc1ccccc1F	0.1	0.3	-2	-7	0	-14	-1	6	-6	-2	6
C=CCn1c(SCC(N)=O)nc2nc3c(cc2c1=O)COC(C)(C)C3	-1.6	-1.4	3	6	3	-8	2	-14	1	-1	5
Cc1ccc2c(c1)N(C(=O)CCC(=O)NCCN1CCOCC1)CC(C)O2 (stereo not given)	-0.8	-0.2	-5	-5	1	-12	8	-2	6	·	28
Cc1ccc(CN2CCN(C/C(Cl)=C/c3ccccc3)CC2CCO)o1 (stereo not given)	-1.7	0.5	2	2	-5	-7	-3	4	0	0	-5
S=C(c1ccc2c(c1)OCO2)N1CCN(c2cccc(Cl)c2)CC1	1.9	3.2	-7	0	-7	-9	8	·	-2	2	-5
O=C(CNC(=O)c1ccc(Cl)cc1)OCn1nnc2ccccc2c1=O	-0.1	-0.5	-4	-4	1	-9	0	0	3	2	-8
CC(Sc1nc(N)cc(=O)[nH]1)C(=O)Nc1nc2c(s1)CCCC2 (stereo not given)	-2.7	-0.6	10	-8	1	-6	8	-4	-2	-3	3
CC(C)(C)OC(=O)N1CCC(C(=O)O)CC1	1.1	-0.7	6	2	3	2	20	-12	0	-5	23
Cc1nnc(N2CCOCC2)c2ccccc12	-7.9	-0.8	7	5	1	-3	-1	-5	-6	0	-22
C/C(=N\NC(=S)NC1CCCCC1)c1cccs1	-3.0	7.5	-7	6	-15	-24	-1	10	-1	-1	-62
CCOc1cc(/C=N\Nc2ccc([N+](=O)[O-])cc2)ccc1OCC(=O)Nc1ccc(C)c(C)c1	1.7	2.0	2	-1	7	-12	-6	12	2	-1	-12
COCC(C)n1c(C)cc(C(=O)CSc2ncccn2)c1C (stereo not given)	-0.5	1.3	0	4	-2	-7	-5	4	2	-12	15
CCOc1ccc(-c2nnc3sc(COc4ccccc4)nn23)cc1	-0.8	-0.3	-5	2	-2	-15	5	-21	-3	-2	-115
NC(=O)c1cc(S(=O)(=O)NCCCc2ccco2)cs1	-0.3	0.8	-17	-3	4	-14	-1	-8	-5	6	16
Cc1cc(Cl)ccc1OCC(=O)N1CCCCC1	1.1	-1.7	-4	-3	-3	-12	-8	-14	-2	2	-3
O=S(=O)(Nc1ccc(Cc2ccncc2)cc1)c1cccs1	-2.4	1.7	-18	7	-1	-14	17	6	-4	-3	-7
CN(/N=C/c1ccc([N+](=O)[O-])o1)c1ccccc1	1.3	0.1	-1	-6	-5	5	-7	18	-3	3	24
Cc1ccc(-n2nc3c(N4CCC(C(=O)NCCc5ccccc5C)CC4)nnc(C)c3c2C)cc1	-0.8	3.5	2	-3	-7	5	2	-14	-3	-4	17
CCOC(=O)c1sc2nc(CC(=O)OC)nc(NCc3ccc(F)cc3)c2c1C	0.4	-0.8	-2	2	-5	-4	-1	-5	2	-1	·
CC(C)c1nnc(NC(=O)Cc2ccccc2[N+](=O)[O-])s1	3.2	-4.1	-7	-2	6	5	3	-7	5	-2	17
O=C(Cc1ccc(Br)cc1)Nc1ccc2[nH]ncc2c1	0.8	-0.3	9	-11	5	8	-9	-2	-3	-3	12
COc1ccccc1C(=O)NC(=O)CSc1nncn1C	-0.2	0.1	4	1	2	-6	1	23	2	0	·
CC1CCN(S(=O)(=O)c2ccc(Cl)s2)CC1	0.0	0.3	-14	-1	-5	-8	-5	·	0	·	·
CCc1ccc(NC(=O)COC(=O)/C=C/c2ccco2)cc1	0.0	0.7	4	-10	-10	22	-5	-25	1	2	-3
Cc1ccc(S(=O)(=O)N2CCN(C(=O)COC(=O)Cc3cccc(C(F)(F)F)c3)CC2)c(C)c1	0.3	0.0	0	-16	-30	-11	7	10	-3	-4	35

6 of the compounds above, with values under each structure:
Each structure is followed by: CDK5 p35 inh, LANA DNA inh, Cardiac RTF inh, RTF Ca sens act, dFosB activator, PvdQ acylase, Rtt109 HAT inh, SUMO Mot1 rescue, Keap1 Nrf2 FP, NSD2 HMT inh, PfHsp90 set2
CC(Sc1nc(N)cc(=O)[nH]1)C(=O)Nc1nc2c(s1)CCCC2 (stereo not given)
→ -2.7, -0.6, 10, -8, 1, -6, 8, -4, -2, -3, 3
CC(C)(C)OC(=O)N1CCC(C(=O)O)CC1
→ 1.1, -0.7, 6, 2, 3, 2, 20, -12, 0, -5, 23
Cc1nnc(N2CCOCC2)c2ccccc12
→ -7.9, -0.8, 7, 5, 1, -3, -1, -5, -6, 0, -22
C/C(=N\NC(=S)NC1CCCCC1)c1cccs1
→ -3.0, 7.5, -7, 6, -15, -24, -1, 10, -1, -1, -62
CCOc1cc(/C=N\Nc2ccc([N+](=O)[O-])cc2)ccc1OCC(=O)Nc1ccc(C)c(C)c1
→ 1.7, 2.0, 2, -1, 7, -12, -6, 12, 2, -1, -12
COCC(C)n1c(C)cc(C(=O)CSc2ncccn2)c1C (stereo not given)
→ -0.5, 1.3, 0, 4, -2, -7, -5, 4, 2, -12, 15

The list goes on.
SMILES	CDK5 p35 inh	LANA DNA inh	Cardiac RTF inh	RTF Ca sens act	dFosB activator	PvdQ acylase	Rtt109 HAT inh	SUMO Mot1 rescue	Keap1 Nrf2 FP	NSD2 HMT inh	PfHsp90 set2
CCn1ncc(/C=N\NC(=O)c2csc3ccccc23)c1C	0.9	0.5	-4	0	-3	4	5	-4	1	·	8
O=C(c1ccccc1F)N1CCN(c2cnn(-c3cccc(Cl)c3)c(=O)c2Cl)CC1	-1.0	-0.7	-6	2	-9	4	4	-3	2	-3	-2
S=C(NCCc1ccccn1)Nc1ccc(Cl)cc1	0.6	0.1	6	-1	3	-12	2	2	0	2	-14
CCc1nc(NC(=O)Cc2csc(C)n2)sc1C(=O)OC	-1.4	-1.1	2	-5	-4	-17	11	-12	-1	-2	-5
O=C(OCC(=O)N1CCc2ccccc2C1)c1c(F)cccc1Cl	-0.9	5.0	-5	-5	-13	-7	4	-9	0	-2	-1
CCOc1c(C(=O)CC)cc2c(C)cc(=O)oc2c1C	0.7	-1.9	-10	4	4	-2	7	·	-3	-5	-8
CCN(CC)CCN(C(=O)c1ccc([N+](=O)[O-])cc1)c1nc2c(OC)cccc2s1	-3.8	-1.6	-7	-2	2	-13	14	-29	-4	13	-8
CN(C)c1ccc(N=Nc2ccccc2C(=O)OCC(=O)N(C)C2CCCCC2)cc1	-5.3	-1.5	1	8	-7	6	5	-5	-10	8	-1
Cc1nc(SCC(=O)CC(=O)OC(C)C)c(C#N)c(C)c1C	-2.8	-1.0	-1	-2	-9	-4	-1	-7	-4	-3	20
CC1CCC(NCC(=O)Nc2cccc(S(N)(=O)=O)c2)CC1 (stereo not given)	0.4	2.3	-7	-2	-1	-20	-5	-4	-3	0	5
CS(=O)(=O)NCCNC(=O)c1cc(OCC(F)(F)F)ccc1OCC(F)(F)F	-2.4	0.2	-3	-1	-11	-11	·	7	-2	-4	-18
